Compound activity from PubChem.
Cardio protect = cardioprotection against H2O2-induced cell death, primary screen, uHTS, H9c2 cells, ATPLite luminescence; H9c2 cardiomyocytes, H2O2 injury protection, 2 h; protection from H2O2 cell death, % at 20 µM; hit rate 0.63% among 360,000; AID 588492, 2011;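 active = compounds giving at least 50% protection of heart cells from peroxide-induced death in the single-dose screen, raw or plate-pattern-corrected value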;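 also: 0% = DMSO wells with peroxide and 100% = DMSO wells without peroxide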
MC4R barr agon = MC4R agonists recruiting beta-arrestin, primary screen, cell-based, luminescence, agonist arm of biased-ligand search | Melanocortin receptor 4 (Homo sapiens), P32245 | U2OS MC4R beta-arrestin complementation; percent of melanotan II response, DMSO zero | activation, % at 8.9 µM | hit rate 0.98% among 360,000 | AID 540308, 2011;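 active = activation above a per-plate cutoff, the mean activation of sample wells on that plate plus 3 SD, cut at about 8% in these data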
Vif imaging = HIV Vif self-association inhibitors, primary screen, imaging, HEK293T, single point | HEK293T cells, Vif self-association by quenched fluorescence, 24 h | inhibition, % at 7.49 µM | hit rate 0.35% among 340,000; in the data active = inhibition above about 50%, passing the limit was not always enough; also: some results filed as inactive read as strong as hits
PDI turbidity = inhibitors of human PDI, primary screen, biochemical, turbidity, single point, plate reader; PDI insulin aggregation turbidity, A650, 90 min; inhibition, % at 10 µM; hit rate 0.052% among 350,000;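 active = mean inhibition across replicates of 30% or more, whatever share of single replicates reach that level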;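 also: absorbance from insulin aggregation driven by PDI reduction with DTT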
Target sequence (P07237 whole entry, looked up): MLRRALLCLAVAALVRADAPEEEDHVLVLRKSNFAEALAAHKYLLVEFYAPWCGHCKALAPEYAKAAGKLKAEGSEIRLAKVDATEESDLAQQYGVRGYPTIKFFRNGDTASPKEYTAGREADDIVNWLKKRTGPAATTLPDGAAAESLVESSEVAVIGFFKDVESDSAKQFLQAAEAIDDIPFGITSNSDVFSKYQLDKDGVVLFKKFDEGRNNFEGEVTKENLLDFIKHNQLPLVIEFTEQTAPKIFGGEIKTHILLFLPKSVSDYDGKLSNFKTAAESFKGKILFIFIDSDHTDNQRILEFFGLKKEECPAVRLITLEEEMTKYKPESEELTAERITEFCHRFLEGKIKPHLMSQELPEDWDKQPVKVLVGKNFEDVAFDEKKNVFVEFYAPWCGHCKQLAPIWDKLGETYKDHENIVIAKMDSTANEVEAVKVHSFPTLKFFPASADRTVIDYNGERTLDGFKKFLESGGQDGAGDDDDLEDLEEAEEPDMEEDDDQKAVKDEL
Glyco luc inh = increase of ERlucT glycosylation luciferase signal, primary screen, N-linked glycosylation inhibitor project, D54 ERlucT cells, luminescence, set 2 | D54 ERlucT glycosylation luciferase reporter, 24 h; percent of 100 nM tunicamycin response | reporter increase, % at 12.5 µM | hit rate 0.23% among 360,000;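 active = mean luciferase reporter signal, scaled so untreated is 0 and the glycosylation-blocking control 100, at or above a set limit in every replicate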;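 also: luciferase carries N-glycosylation sites so blocking glycosylation raises the light; 0% = median of neutral control wells and 100% = median of 100 nM tunicamycin wells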
MC4R antagonist = MC4R antagonists of cAMP signaling, primary screen, cell-based, TR-FRET, antagonist arm of biased-ligand search. Melanocortin receptor 4 (Homo sapiens), P32245. MC4R-expressing cells, MTII-stimulated cAMP, LANCE TR-FRET. inhibition, % at 6.5 µM. hit rate 0.48% among 360,000;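 active = inhibition above its plate's cutoff, the mean of tested wells on that plate plus 3 SD, cut at about 29% in these data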;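 also: 0% = Melanotan II alone and 100% = Melanotan II plus saturating MCL0020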
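System – human MC4R-expressing U2OS cells · Also added – Melanotan II · Dosing – one concentration, 6.5 µM nominal · Timing – 30-min compound, 1-h challenge, 1-h detection, room temperature · Measured by – Eu-cAMP/anti-cAMP TR-FRET, emission 671 nm · Replicates – singlicate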
ABCB6 inh MLPCN = ABCB6 transporter inhibitors, primary screen, K562-ABCB6 cells, flow cytometry, MLPCN library | K562-ABCB6 porphyrin accumulation, 1 h; active compounds read low | fluorescence ratio to DMSO, % at 10 µM | hit rate 0.19% among 360,000;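 active = fluorescence ratio to DMSO below 75%, the collection mean minus 3 SD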;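 also: signal is porphyrin accumulated inside mitochondria; 100% equals median channel fluorescence of DMSO control wells; lower ratio means ABCB6 inhibition with less porphyrin fluorescence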
HTR2A ag = mouse Htr2a agonists via beta-arrestin recruitment, primary screen, cell-based, luminescence; CHO-K1 mHTR2A beta-arrestin complementation; percent of 30 µM serotonin response; AID 624169, 2012; hit rate 0.66% among 360,000; 5-hydroxytryptamine receptor 2A (Mus musculus), P35363; activation, % at 7.6 µM;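 active = activation above a run cutoff, the mean activation of all tested compounds plus 3 SD, cut at about 14% in these data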;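 also: 0% = plate median of compound wells and 100% = 30 µM serotonin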
Target sequence (P35363 whole entry, looked up): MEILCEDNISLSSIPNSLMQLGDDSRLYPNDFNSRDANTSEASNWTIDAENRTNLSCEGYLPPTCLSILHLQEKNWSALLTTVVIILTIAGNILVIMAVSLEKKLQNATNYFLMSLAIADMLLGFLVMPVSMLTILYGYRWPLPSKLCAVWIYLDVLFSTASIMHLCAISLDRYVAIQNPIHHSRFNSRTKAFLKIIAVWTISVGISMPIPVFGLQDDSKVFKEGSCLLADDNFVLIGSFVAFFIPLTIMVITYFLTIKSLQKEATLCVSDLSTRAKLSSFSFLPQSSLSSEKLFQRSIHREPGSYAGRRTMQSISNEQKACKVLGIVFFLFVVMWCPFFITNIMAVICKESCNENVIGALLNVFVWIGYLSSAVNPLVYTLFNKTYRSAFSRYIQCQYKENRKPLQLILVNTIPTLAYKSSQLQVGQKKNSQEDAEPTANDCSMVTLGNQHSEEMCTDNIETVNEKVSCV
CaV13 FRET inh = Disruptors of the CACNA1D IQ motif to Ca2+-dependent inactivation inhibitor domain association, primary screening, Förster resonance energy transfer in intact living …. HEK cells, CFP/YFP FRET ICDI-IQ, plate reader, 10 min; percent FRET-ratio fall versus neutral wells. inhibition, % at 12.3 µM. hit rate 0.098% among 340,000;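 active = mean replicate inhibition of at least 30% and at least 1% of replicates passing that level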;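 also: 0% = median of the neutral control wells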
aDG glyco up = activators of alpha-DG glycosylation, primary screen, uHTS, Pro5-aDG cells, AlphaScreen; alpha-DG glycosylation AlphaScreen (IIH6); 0% Pro5, 100% B10-LARGE cell signal; activation, % at 10 µM; hit rate 0.22% among 360,000; AID 624168, 2012;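 active = activation of at least 8% versus controls, or a plate z-score of at least 8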;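 also: Pro5 are CHO cells carrying HIG-tagged alpha-DG that lacks glycosylation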
* marks the source's active call; other numbers are inactive results; . = not tested or not shown.

Compound	Cardio protect	MC4R barr agon	Vif imaging	PDI turbidity	Glyco luc inh	MC4R antagonist	ABCB6 inh MLPCN	HTR2A ag	CaV13 FRET inh	aDG glyco up
COc1cccc(C(O)c2nc(-c3ccc(C)c(C)c3)cs2)c1 (configuration not stated)	-11	1.6	-1	7	-1	1	98	-2	-6	-0.2
CC(Nc1cccnc1)=C(C#N)C#N	-4	-1.5	4	0	0	18	102	3	-5	-0.4
CCCOc1ccc(C(=O)CCC(=O)Nc2ccc(N3CCN(C)CC3)cc2)cc1	-1	-1.3	1	-13	-3	5	91	-14	-7	0.0
COc1cc(OC)c(OC)cc1/C=N/NC(=O)c1ccc(CSc2nc(C)cc(C)n2)cc1	-5	-0.6	.	0	-2	12	96	-1	-2	-0.1
COc1ccc(N2CCN(S(=O)(=O)CCNC(=O)C34CC5CC(CC(C5)C3)C4)CC2)cc1	-6	-1.6	-1	11	-3	1	104	2	-6	0.1
O=[N+]([O-])c1c(Nc2ccccc2O)cc(N2CCOCC2)c2nonc12	-1	-2.1	-5	-4	-3	0	99	1	-4	-0.2
COc1ccc(-c2cn(-c3ccc(C)c(Cl)c3)c(=S)[nH]2)cc1OC	-14	0.4	-13	-3	-7	3	90	6	-3	0.0
Cc1cccc(OCC(=O)NCc2ccccc2)c1	3	0.2	-5	1	-1	5	92	6	-3	-0.1

Further results
Compound	Cardio protect	MC4R barr agon	Vif imaging	PDI turbidity	Glyco luc inh	MC4R antagonist	ABCB6 inh MLPCN	HTR2A ag	CaV13 FRET inh	aDG glyco up
O=C(Nc1cccc(S(=O)(=O)NC2=NCCCCC2)c1)c1cccnc1Cl	0	-1.2	.	12	3	4	98	2	-2	0.1
COc1cccc(-c2cc(C(=O)NC3CC3)c3ccccc3n2)c1	-3	-3.9	-6	-5	3	-2	97	1	-2	-0.3
CCNC(=O)C1(C)CCN(C(=O)c2cc(F)ccc2C)C1 (configuration not stated)	4	1.0	-8	-6	0	6	101	5	-6	0.3
CCCCN(C)C1CCN(C(=S)Nc2cccc(OC)c2)CC1	-1	-1.5	-13	5	3	2	96	-2	-5	-0.1
Cc1cc(OCCCC(=O)N2CCCCC2)cc(C)c1Cl	0	-0.3	-13	-2	1	-1	93	2	1	0.1
CNC(=O)[C@H]1O[C@@H](n2cnc3c(NCc4cccc(I)c4)ncnc32)[C@H](O)[C@@H]1O	-2	0.8	-3	-1	3	1	103	-4	-5	0.1
COc1cccc(-c2sc3ccc(OC)cc3c2C#CC2(O)CCCCC2)c1	-5	-0.1	-3	6	-1	2	96	11	-5	-0.3
Cc1ccc(C)c(OCc2cc(C(=O)N(C)Cc3ccccn3)no2)c1	-5	0.3	19	-2	1	3	100	4	-3	-0.2

(continued)
Compound	Cardio protect	MC4R barr agon	Vif imaging	PDI turbidity	Glyco luc inh	MC4R antagonist	ABCB6 inh MLPCN	HTR2A ag	CaV13 FRET inh	aDG glyco up
CCOc1ccc(NC(=O)C(C)NC(=O)c2ccccc2Cl)cc1S(=O)(=O)N1CCCC1 (configuration not stated)	-2	-0.2	8	-3	1	3	104	3	-6	0.2
O=C(Nc1ccc2nc3n(c(=O)c2c1)CCCCC3)c1c(F)ccc([N+](=O)[O-])c1F	-9	-4.2	-5	-6	-25	17	85	4	-5	-0.1
O=C(O)c1ccccc1-c1ccccc1C(=O)NCc1ccccc1F	2	1.1	-11	-10	2	-2	97	2	-3	0.1
CC(=O)C[C@H](O)CC(=O)[C@@H]1OC(=O)[C@H](C)C/C=C\Cc2ccccc21	15	-1.7	.	-4	0	-4	96	1	-5	-0.2
CCOc1ccc(N2CC(C(=O)Nc3ccc(S(=O)(=O)Nc4ncccn4)cc3)CC2=O)cc1 (configuration not stated)	-2	1.8	-11	-7	3	-4	85	0	0	0.3
O=C(COc1ccccc1Br)N1CCN(c2ccccc2)CC1	12	-0.2	13	-4	-1	-6	97	-6	-5	0.3
O=C(NC(=S)Nc1ccc(NC(=O)c2ccco2)cc1)c1ccccc1	-4	2.8	0	-6	1	5	96	0	-5	-0.1
COC(=O)Nc1ccc(S(=O)(=O)N2CCCC(C(=O)N3CCOCC3)C2)cc1 (configuration not stated)	-6	-0.7	-4	-2	-1	10	92	9	-2	0.0

Other results:
Compound	Cardio protect	MC4R barr agon	Vif imaging	PDI turbidity	Glyco luc inh	MC4R antagonist	ABCB6 inh MLPCN	HTR2A ag	CaV13 FRET inh	aDG glyco up
COc1cccc(C2NC(=O)NC(C)=C2C(=O)Nc2cc(OC)ccc2OC)c1 (configuration not stated)	1	4.8	-16	-2	3	-6	80	3	-5	0.2
CCOc1ccc(OCC(=O)Nc2ccc(S(=O)(=O)Nc3cc(C)nc(C)n3)cc2)cc1	-6	-1.1	4	-3	-1	4	94	2	.	0.0
CCc1ccc(CN2CCC(n3nccc3NC(=O)c3ccccc3C)CC2)cc1	-3	-4.1	-4	-3	-2	-2	98	1	-5	0.0
Cc1csc(SCC(=O)Nc2nncs2)n1	1	0.8	1	4	0	18	101	4	-3	0.0
Cn1c(=O)c2cc(NC(=O)NCCc3cccs3)ccc2n1Cc1cccc(C(F)(F)F)c1	-4	-0.3	-15	8	-4	8	100	-6	-6	0.3
O=S(=O)(Nc1ccc(Cl)cn1)c1ccc(Cl)cc1	1	0.7	-1	5	2	8	96	5	-18	-0.4
Cc1ccc(-n2cc(CN3CCC(O)(c4ccccn4)CC3)c(-c3ccc(F)cc3)n2)cc1	-7	5.1	-3	3	0	-9	97	0	-6	2.0
COc1ccc(NC(=O)Nc2cc(C)ccc2OC(F)F)c(OC)c1	6	-2.3	-2	-2	5	3	98	-1	-5	0.3

Next section:
Compound	Cardio protect	MC4R barr agon	Vif imaging	PDI turbidity	Glyco luc inh	MC4R antagonist	ABCB6 inh MLPCN	HTR2A ag	CaV13 FRET inh	aDG glyco up
CC1CCN(C(=O)CSc2nc3c(c(=O)n2C)SCC3)CC1	5	-3.2	3	-1	-1	9	94	6	-3	0.1
CCOc1ccc(Cn2nnc(C(=O)NCc3ccccc3)c2N)cc1	-7	0.2	-4	.	0	4	106	-2	-8	0.0
COc1ccc(COC(=O)N/N=C(\C)CC(=O)Nc2c(C)cc(C)cc2C)cc1	0	-1.4	1	6	0	5	93	-4	-4	-0.2
OCC[C@H]1C[C@@H](O)[C@H](O)[C@@]2(CCc3ccccc3O2)O1	0	-1.9	-8	3	1	11	101	-5	-11	0.0
COC1=CC(=O)[C@@]2([C@@H]1O)[C@@H](Cl)C[C@]13C(OC)=C(OC)C(=O)C[C@]21CCN3C	1	-1.7	2	19	0	9	95	8	-7	0.4
CCOc1ccc(OCC)c(-c2c(=O)n(OCc3ccc(C(C)(C)C)cc3)c3ccccc3[n+]2[O-])c1	-4	-2.3	-8	21	-9	10	98	1	-3	-0.1
Cc1[nH]c(C)c(S(=O)(=O)Nc2ccc(OC(F)(F)F)cc2)c1C(=O)N1CCCCC1	-1	1.5	-5	6	0	1	90	-2	-4	0.1
Cc1nn(-c2ccccc2)c(Cl)c1/C=C1\C(=O)N(C)C(=S)N1C	2	-4.0	2	1	0	-4	104	2	4	-0.4

Results in CaV13 FRET inh, ABCB6 inh MLPCN and HTR2A ag, for some of the entries so far:
mol,CaV13 FRET inh,ABCB6 inh MLPCN,HTR2A ag
Cc1[nH]c(C)c(S(=O)(=O)Nc2ccc(OC(F)(F)F)cc2)c1C(=O)N1CCCCC1,-4,90,-2
Cc1nn(-c2ccccc2)c(Cl)c1/C=C1\C(=O)N(C)C(=S)N1C,4,104,2

(more compounds)
Compound	Cardio protect	MC4R barr agon	Vif imaging	PDI turbidity	Glyco luc inh	MC4R antagonist	ABCB6 inh MLPCN	HTR2A ag	CaV13 FRET inh	aDG glyco up
COCCCC1CCN(C(=O)c2cc(COc3ccc(C)nc3)on2)CC1	-10	-1.2	-2	10	0	8	93	8	-6	0.8
O=C(c1ccccc1)N1CCC(=O)N1c1ccccc1	-2	-0.7	.	-4	1	11	101	1	-5	0.0
C=CCn1c(SCC(=O)N(CC)C2CCS(=O)(=O)C2)nc2scc(-c3ccccc3)c2c1=O (configuration not stated)	14	-0.4	-18	-17	-1	15	98	2	-2	-0.1
CN1c2ccccc2C(O)=C(C(=S)Nc2ccc(F)c(Cl)c2)S1(=O)=O	-28	-0.6	-6	12	1	-2	98	2	-4	-0.2
O=C(COc1ccccc1F)Nc1c2c(nn1-c1ccccc1)CS(=O)(=O)C2	0	-1.9	6	-3	0	-6	92	5	-7	-0.1
CCC(=O)Nc1sc2c(c1C#N)CCCCC2	0	1.1	-8	-2	-1	0	116	7	.	-0.1
Nc1cccc(-c2csc(-n3ncc(C(=O)O)c3C(F)(F)F)n2)c1	-2	-0.1	-3	3	-2	4	102	4	-3	-0.1
Cc1ccc(C(=O)NCC(=O)NCC(=O)OCc2ccc(F)cc2)cc1	1	0.5	-2	2	0	-2	102	4	-7	0.5

The list continues:
Compound	Cardio protect	MC4R barr agon	Vif imaging	PDI turbidity	Glyco luc inh	MC4R antagonist	ABCB6 inh MLPCN	HTR2A ag	CaV13 FRET inh	aDG glyco up
CCOc1ccc(CCNC(=O)CN2C(=O)COc3ccc(S(=O)(=O)N4CCOCC4)cc32)cc1	-2	-1.7	-7	14	1	11	100	0	-7	0.0
Cc1cccc(-c2nc3ccccc3c(=O)n2NC(=O)Cc2ccc(Cl)cc2)c1	5	-1.8	-4	-11	-1	-5	196	4	-5	0.0
Cc1ccc(NC(=O)CNC(=O)c2ccc(C(C)(C)C)cc2)cc1S(=O)(=O)N1CCOCC1	-3	2.6	3	-1	3	10	93	8	-16	0.0
CSc1ccc(Cl)c(C(=O)Nc2ccc(C)cn2)c1	4	0.0	3	-4	10	-2	99	0	-7	-0.5
O=C(O)C(Cc1cccs1)c1cccs1 (configuration not stated)	0	-1.4	8	5	3	13	104	5	-6	0.2
